# From PubChem BioAssay
# All columns: NCI-60 one-dose screen, growth in % after 48 h at 10 µM unless noted; 100 = growth as untreated, 0 = no growth, -100 = all killed.
# SR – SR leukemia cells. 8.7% of 73,000 active
# RPMI-8226 – RPMI-8226 leukemia cells; 7.5% of 77,000 active
# K-562 – K-562 leukemia; 7.4% of 78,000 active
# MOLT-4 – MOLT-4 leukemia cells; 6.9% of 80,000 active; AID 1794779
# MDA-MB-468 – MDA-MB-468 breast cancer; 8.5% of 78,000 active
# HOP-62 – HOP-62 NSCLC; AID 1794735; 3.9% of 80,000 active
# CCRF-CEM – CCRF-CEM leukemia; AID 1794778; 7% of 77,000 active
# MDA-MB-435 – MDA-MB-435 melanoma; 7.8% of 82,000 active; AID 1794794
# * marks the source's active call; other numbers are inactive results; . = not tested or not shown; [ ] = dose if it differs, or a comment. The calls were made as follows: active = growth percent below 10; inactive = the rest.
# Codes – A = SR; B = RPMI-8226; C = K-562; D = MOLT-4; E = MDA-MB-468; F = HOP-62; G = CCRF-CEM; H = MDA-MB-435
O=C(O)c1ccc(-n2cc(/C=N/Nc3ccc(Br)cc3)c(-c3ccccc3)n2)cc1
  A: 36; B: 80; C: 33; D: 66; E: 104; F: 77; G: 52; H: 91
COc1cc(C(=O)OCCCN2CCCN(CCCOC(=O)c3cc(OC)c(OC)c(OC)c3)CC2)cc(OC)c1OC
  A: 46; B: 71; C: .; D: 66; E: 77; F: 59; G: 94; H: 79
CO[C@]1(CO)O[C@H](n2cc(C)c(=O)[nH]c2=O)C[C@@H]1O
  A: 103; B: 102; C: 105; D: 101; E: 105; F: 97; G: 90; H: 109
COC(=O)/C(=C/c1ccc(/C=C(\NC(=O)c2ccccc2)C(=O)OC)cc1)NC(=O)c1ccccc1
  A: 94; B: 117; C: 104; D: 107; E: 117; F: 103; G: .; H: 101
Clc1cc(Cl)nc(Cl)n1
  A: 103; B: 108; C: 95; D: 103; E: 107; F: 105; G: 110; H: 112
Cc1[nH]c(=S)[nH]c(=O)c1C
  A: 98; B: 115; C: 100; D: 89; E: 112; F: 107; G: 97; H: 105
CC(C)(C)c1cc(/C=N/Nc2cc(Cl)ncn2)c(O)c(C(C)(C)C)c1
  A: 22; B: 58; C: 51; D: 37; E: 51; F: 49; G: 30; H: 78
CCOC(=O)c1nn(C2CCCCO2)c2ccc(NC(=O)CN3CCOCC3)cc12 (centres undefined)
  A: 112; B: 109; C: 90; D: 96; E: 107; F: 100; G: 1.5*; H: 106
COc1ccc(NC(=O)c2nc(-c3cc(OC)c(OC)c(OC)c3)n(-c3cccc4ccccc34)n2)cc1OC
  A: 33; B: 12; C: 35; D: .; E: 46; F: 42; G: .; H: 47
C=CN1C(=O)NC(C)(CC(C)C)C1=O (centres undefined)
  A: 105; B: 102; C: 118; D: 104; E: 117; F: 105; G: 101; H: 110
Oc1ccc(/C=C2\CCCCc3cc4ccc(O)cc4[o+]c32)c(O)c1
  A: 97; B: 106; C: 99; D: 99; E: 108; F: 109; G: 99; H: 100
N#Cc1ccc(/C=N/NC(=O)c2[nH]c3ccc(Br)cc3c2-c2ccccc2)o1
  A: 4.4*; B: 3.5*; C: 2.3*; D: 1.4*; E: -14*; F: 17; G: -3.5*; H: -3.9*
COc1cc(C2CC(=O)Nc3c(-c4ccc(Cl)cc4)nsc32)cc2c1OCO2 (centres undefined)
  A: 113; B: 76; C: 83; D: 63; E: .; F: 102; G: 77; H: 79
Cn1cc(-c2nc(N)nnc2-c2c[nH]c3ccccc23)c2cccnc21
  A: 44; B: 58; C: 60; D: 75; E: 60; F: 48; G: 72; H: 72
Cc1ccc(Cl)cc1Nc1nc(C(F)(F)F)ccc1C(=O)N/N=C/c1c(Cl)cccc1Cl
  A: 123; B: -51*; C: 6.5*; D: 8.2*; E: -13*; F: 7.3*; G: -21*; H: 13
O=C1c2cccc3cccc(c23)C(=O)N1Nc1nc(NCc2ccccc2)nc(N2CCOCC2)n1
  A: 95; B: .; C: 98; D: 102; E: 117; F: 95; G: .; H: 102
O=C(Nc1ccccc1)N1CCN(c2cc(-c3cn(-c4ccccc4)nc3-c3cccc(O)c3)ccn2)CC1
  A: 19; B: 33; C: 29; D: 33; E: 59; F: 81; G: 37; H: 14
O=[N+]([O-])c1cc(CCl)ccc1OCCBr
  A: 102; B: 94; C: 115; D: 109; E: 92; F: 105; G: 87; H: 104
CC(C)Oc1c(B(O)O)cccc1-c1nc2ccc3[nH]ncc3c2c2c1CCCC2
  A: .; B: 77; C: 61; D: 58; E: 71; F: 62; G: 87; H: 49
COc1ccc(/C(N)=N/OC(=O)CSc2nc3ccccc3s2)cc1
  A: 84; B: 100; C: 94; D: 96; E: 99; F: 96; G: 99; H: 101
CCOc1ccc(NC2=C(Cl)C(=O)c3ccccc3C2=O)cc1
  A: -6.2*; B: 42; C: -2.3*; D: 76; E: 65; F: 95; G: 33; H: 67
CC1(C)OC(=O)C2(c3ccccc3-c3ccccc32)C1NC1CCCCC1 (centres undefined)
  A: 96; B: 103; C: 85; D: 95; E: 110; F: 109; G: 107; H: 103
CCN(CC)CNC(=O)NC(C)=O
  A: 104; B: 91; C: 99; D: 111; E: 98; F: 75; G: 70; H: 108
O=C(O)c1ccc(-n2cc(/C=N/Nc3ccc(F)cc3)c(-c3cc4ccccc4oc3=O)n2)cc1
  A: 52; B: 90; C: 12; D: 48; E: 119; F: 84; G: 40; H: 77
O=CNc1ccccc1Sc1ccc(C(=O)O)cc1[N+](=O)[O-]
  A: 96; B: 102; C: 99; D: 99; E: 101; F: 102; G: 107; H: 102
COc1cccc(Cn2cc(C(=O)Nc3cccnc3Nc3ccc(Cl)cc3)nn2)c1
  A: 100; B: 99; C: 102; D: 94; E: 101; F: 108; G: 105; H: 108
O=C1NC(=S)S/C1=C\c1ccc2c(c1)OCO2
  A: 93; B: 92; C: 105; D: 98; E: 97; F: 86; G: 106; H: 98
O=C(O)C(Cc1ccccc1)N1C(=O)/C(=C\c2ccc(-c3ccc(Cl)cc3)o2)SC1=S (centres undefined)
  A: 104; B: 106; C: 100; D: 101; E: 113; F: 103; G: 104; H: 110
CC(=O)c1nc2ccccc2n1CCn1cncn1
  A: 94; B: 109; C: 96; D: 99; E: 121; F: 107; G: 105; H: 105
O=C1Nc2ccccc2/C1=N/N=C/c1ccc2c(c1)OCCO2
  A: 77; B: .; C: 88; D: 90; E: 97; F: 101; G: 101; H: 101
CC(=O)c1ccc(S(=O)(=O)N(C)c2oc(-c3cccc4ccccc34)nc2C#N)cc1
  A: 100; B: 85; C: 83; D: 93; E: 79; F: 102; G: 91; H: 98
Cc1ccc(Nc2cc(Cl)c([N+](=O)[O-])cc2[N+](=O)[O-])cc1
  A: 5.0*; B: .; C: 13; D: 10; E: -66*; F: 63; G: .; H: 10
COc1cccc(/C=C2\COc3ccc(O)cc3C2=O)c1
  A: 5.5*; B: -25*; C: 5.5*; D: 40; E: 66; F: 95; G: -0.6*; H: 53
CCOC(=O)C1C(=O)NC(C(=O)OCC)(C(=O)OCC)C1C(C)CC (centres undefined)
  A: 108; B: .; C: 106; D: 105; E: 116; F: 102; G: 110; H: 111
O=c1/c(=C\c2ccc(-c3ccccc3)o2)sc2nc(-c3ccco3)nn12
  A: 100; B: 99; C: 107; D: 113; E: 113; F: 101; G: 103; H: 101
O=C(NS(=O)(=O)c1ccc(Cl)cc1)n1ccc2c(Cl)ccnc21
  A: 92; B: 81; C: 94; D: 100; E: 99; F: 101; G: 94; H: 100
COc1c(Br)c(=O)n(C)c(=O)n1C
  A: 100; B: 104; C: 98; D: 114; E: 102; F: 93; G: 108; H: 105
Cn1cc(-c2nn3cc(-c4ccc([N+](=O)[O-])cc4)nc3s2)c2cc(Br)ccc21
  A: 70; B: 89; C: 88; D: 96; E: 100; F: 68; G: 82; H: 88
COc1ccc2oc(=O)cc(Cn3cc(COc4ccc5c(c4)NC(=O)CC5)nn3)c2c1
  A: 89; B: 93; C: 86; D: 94; E: 78; F: 107; G: 99; H: 99
Cc1ccc(S(=O)(=O)Nc2cc(Cl)ccc2Cl)cc1
  A: 95; B: 81; C: 89; D: 100; E: 92; F: 98; G: 88; H: 91
CC1CCN(CCCC(=O)c2ccc(F)cc2)CC1
  A: 108; B: 108; C: 110; D: 98; E: 101; F: 108; G: 112; H: 101
C#Cc1cccc(NC(=O)Nc2cccc(NC(=O)CCl)c2)c1
  A: .; B: 9.1*[8.25 µM]; C: .; D: .; E: -43*[8.25 µM]; F: 36[8.25 µM]; G: 15[8.25 µM]; H: -40*[8.25 µM]
COc1ccc(N/C=c2\c(C)c(C#N)c3nc4ccccc4n3c2=O)cc1
  A: 106; B: 89; C: 108; D: .; E: 109; F: 76; G: 69; H: 107
CCOC(=O)c1nc(-c2ccccc2)oc1N1CCOCC1
  A: 87; B: 94; C: 91; D: 89; E: 110; F: 91; G: 94; H: 110
Cc1ccc(CNc2ccccc2)cc1
  A: 98; B: 100; C: 100; D: 98; E: 94; F: 103; G: .; H: 101
COc1ccc(C2=C(Nc3ccc(C(=O)Nc4ccccc4)cc3)C(=O)NC2=O)cc1
  A: 66; B: 73; C: 86; D: 78; E: 93; F: 97; G: 81; H: 96
O=C(O)c1cn(C2CC2)c2cc(N3CCN(Cc4cc(Cl)ccc4O)CC3)c(F)cc2c1=O
  A: 0.8*; B: 42; C: 46; D: 74; E: 82; F: 64; G: 46; H: 74
O=C(CC1(O)C(=O)Nc2c(Cl)ccc(Cl)c21)c1ccc(Cl)cc1Cl (centres undefined)
  A: 87; B: 100; C: 94; D: 106; E: 103; F: 70; G: 112; H: 92
Cc1csc(Nc2nc(-c3cccnc3)nc(C(Cl)(Cl)Cl)n2)n1
  A: 88; B: 104; C: 108; D: 94; E: 115; F: 99; G: 101; H: 95
O=C1CCCN1c1cnc2ccccc2c1
  A: 99; B: 100; C: 106; D: 101; E: 99; F: 104; G: 105; H: 101

# Continuation.
# Codes – A = SR; B = RPMI-8226; C = K-562; D = MOLT-4; E = MDA-MB-468; F = HOP-62; G = CCRF-CEM; H = MDA-MB-435
CN(NS(=O)(=O)c1ccc([N+](=O)[O-])cc1)c1ccccc1
  A: 109; B: 88; C: 85; D: 90; E: 99; F: 101; G: 86; H: 97
CC(C)N(c1cc(=O)nc2ccccn12)C(C)C
  A: .; B: 102; C: 100; D: 104; E: 112; F: 92; G: .; H: 109
O=C(O)CCc1cccnc1
  A: .; B: .; C: 89; D: .; E: .; F: 93; G: 111; H: 127
Cc1ccc(C(=O)NCCNc2nccc(Nc3ccc(S(=O)(=O)Nc4ccccn4)cc3)n2)cc1
  A: 95; B: 102; C: 100; D: 98; E: 107; F: 97; G: 105; H: 113
O=C(N=Nc1c(O)n(Cc2ccccc2)c2ccccc12)c1cc2ccccc2[nH]1
  A: 84; B: 92; C: 83; D: 80; E: 103; F: 94; G: 73; H: 101
CCCCC(CC)COC1CCC=CO1 (centres undefined)
  A: .; B: 89; C: 139; D: 126; E: 100; F: 97; G: 116; H: 104
C1CCc2onc(-c3noc4c3CCCCC4)c2CC1
  A: 92; B: 111; C: 103; D: 102; E: 108; F: 101; G: 99; H: 110
O=C(COc1cc(O)c2c(=O)cc(-c3ccccc3)oc2c1)Nc1ccccn1
  A: 95; B: 115; C: 113; D: 118; E: 99; F: 96; G: 107; H: 102
O=c1[nH]c(Nc2ccc(F)cc2)nc2nccc(-c3ccncc3)c12
  A: 94; B: 93; C: 102; D: 101; E: 78; F: 89; G: 93; H: 87
CCOc1ccc(-c2c(C#N)c(-c3ccc(Br)cc3)nc3n[nH]c(-c4ccc(Br)cc4)c23)cc1OC
  A: 34; B: 27; C: 25; D: 12; E: 68; F: 76; G: 61; H: 64

# Sorted by heavy-atom count (smallest number first): part of the list above
# Codes – A = SR; B = RPMI-8226; C = K-562; D = MOLT-4; E = MDA-MB-468; F = HOP-62; G = CCRF-CEM; H = MDA-MB-435
CCCCC(CC)COC1CCC=CO1 (centres undefined)
  A: .; B: 89; C: 139; D: 126; E: 100; F: 97; G: 116; H: 104
CC(C)N(c1cc(=O)nc2ccccn12)C(C)C
  A: .; B: 102; C: 100; D: 104; E: 112; F: 92; G: .; H: 109
C1CCc2onc(-c3noc4c3CCCCC4)c2CC1
  A: 92; B: 111; C: 103; D: 102; E: 108; F: 101; G: 99; H: 110
CN(NS(=O)(=O)c1ccc([N+](=O)[O-])cc1)c1ccccc1
  A: 109; B: 88; C: 85; D: 90; E: 99; F: 101; G: 86; H: 97
O=c1[nH]c(Nc2ccc(F)cc2)nc2nccc(-c3ccncc3)c12
  A: 94; B: 93; C: 102; D: 101; E: 78; F: 89; G: 93; H: 87
O=C(COc1cc(O)c2c(=O)cc(-c3ccccc3)oc2c1)Nc1ccccn1
  A: 95; B: 115; C: 113; D: 118; E: 99; F: 96; G: 107; H: 102
Cc1ccc(C(=O)NCCNc2nccc(Nc3ccc(S(=O)(=O)Nc4ccccn4)cc3)n2)cc1
  A: 95; B: 102; C: 100; D: 98; E: 107; F: 97; G: 105; H: 113

# (further entries)
# Codes – A = SR; B = RPMI-8226; C = K-562; D = MOLT-4; E = MDA-MB-468; F = HOP-62; G = CCRF-CEM; H = MDA-MB-435
O=C1C=Cc2ccc(O)cc2C1=O
  A: .; B: 108; C: 113; D: 103; E: .; F: 117; G: 107; H: 115
COc1ccc(Nc2nnc(-c3ccc(OC)c(OC)c3)o2)cc1
  A: 87; B: 92; C: 80; D: 91; E: 91; F: 85; G: 87; H: 109
O=C(O)C(c1ccccc1)N1C(=O)CSC1=S (centres undefined)
  A: .; B: 114; C: 103; D: 100; E: 101; F: 99; G: 105; H: 100
CCC(=O)c1ccc(O)c(C)c1
  A: 100; B: 114; C: 127; D: 85; E: 108; F: .; G: 106; H: 108

# Copied from the list.
# CCRF-CEM with O=C1C=Cc2ccc(O)cc2C1=O reads 107
# RPMI-8226 with O=C(O)C(c1ccccc1)N1C(=O)CSC1=S (centres undefined) reads 114
